# eIF4E 4G PPI: eIF4E–eIF4G protein interaction inhibitors, primary screen, biochemical, uHTS, TR-FRET, eIF4GI fragment. TR-FRET eIF4E-eIF4GI(517-606) binding, 2 h. inhibition, % at 21.7 µM. 0.37% of 220,000 active. AID 782, 2007;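 active = inhibition above about 30%, limit read from the data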;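 also: 0% = full FRET control wells and 100% = background wells lacking eIF4GI fragment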
# FXIa inh: human FXIa protease inhibitors, primary screen, biochemical, 1536-well; Coagulation factor XI (Homo sapiens), P03951; purified FXIa, Boc-Glu-Ala-Arg-AMC fluorogenic substrate; inhibition, % at 5 µM; 0.14% of 220,000 active; AID 798, 2007;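 active = inhibition of at least 40%; inactive = inhibition below 40%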;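 also: fluorescence of freed AMC excited at 355 nm; 0% = enzyme without compound and 100% = no enzyme blank; many of its hits are not listed in these tables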
# Mdm2 ligase inh: MDM2-luciferase reporter signal enhancers, primary screen, MDM2 E3 ligase inhibitor project, cell-based, luminescence, 1536-well; E3 ubiquitin-protein ligase Mdm2 (Homo sapiens), Q00987; cell-based MDM2 ubiquitination luciferase reporter, 2 h; 0 = plate control, 100 = twice control, blank-subtracted; signal enhancement, % at 5 µM; 0.11% of 210,000 active;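 active = signal enhancement of 30% or more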;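 also: luminescence tracks abundance of the self-degrading MDM2-luciferase fusion protein; higher signal means inhibition of MDM2 E3 ligase activity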
# Target sequence (Q00987 whole entry, looked up, the tested form may be a part): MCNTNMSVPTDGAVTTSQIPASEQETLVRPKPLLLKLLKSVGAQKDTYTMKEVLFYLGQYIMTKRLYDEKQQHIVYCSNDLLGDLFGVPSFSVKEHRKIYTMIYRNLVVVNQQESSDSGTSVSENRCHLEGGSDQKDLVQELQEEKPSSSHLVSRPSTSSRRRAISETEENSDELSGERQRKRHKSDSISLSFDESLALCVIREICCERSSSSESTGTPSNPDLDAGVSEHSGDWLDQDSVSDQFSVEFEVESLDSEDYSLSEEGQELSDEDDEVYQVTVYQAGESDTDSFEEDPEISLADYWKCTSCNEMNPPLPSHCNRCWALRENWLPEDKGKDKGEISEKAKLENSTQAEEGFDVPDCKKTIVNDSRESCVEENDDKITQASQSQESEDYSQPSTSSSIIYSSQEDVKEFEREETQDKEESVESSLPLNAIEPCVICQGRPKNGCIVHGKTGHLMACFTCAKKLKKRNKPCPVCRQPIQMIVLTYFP
#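 Material: Stable MDM2–luciferase fusion reporter cells | Amount: 2000 cells seeded into each well | Dosing: One concentration, 5 µM, with 0.2% DMSO | Incubation: 4 h cell settling then 2 h compound exposure, 37 °C | Measured by: Luciferase luminescence | Read-out basis: % enhancement relative to plate controls after blank subtraction | Benchmarks: Control and blank well means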
# KLK5 inh: human KLK5 protease inhibitors, primary screen, biochemical, 1536-well. recombinant hK5, fluorogenic AMC substrate cleavage. 0.59% of 210,000 active. inhibition, % at 5 µM. Kallikrein-5 (Homo sapiens), Q9Y337;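 active = inhibition of 40% or more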;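 also: 0% = enzyme controls without compound and 100% = no-enzyme blanks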
# Rad51 HR inh: human RAD51 strand exchange inhibitors, primary screen, biochemical, fluorescence. DNA repair protein RAD51 homolog 1 (Homo sapiens), Q06609. hRad51 DNA strand exchange, fluorescence dequenching. inhibition, % at 10 µM. 0.085% of 200,000 active;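 active = inhibition above 40% at the single screening dose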;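 also: 0% = DMSO control wells and 100% = blanks with heterologous ssDNA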
# Target sequence (Q06609 whole entry, looked up): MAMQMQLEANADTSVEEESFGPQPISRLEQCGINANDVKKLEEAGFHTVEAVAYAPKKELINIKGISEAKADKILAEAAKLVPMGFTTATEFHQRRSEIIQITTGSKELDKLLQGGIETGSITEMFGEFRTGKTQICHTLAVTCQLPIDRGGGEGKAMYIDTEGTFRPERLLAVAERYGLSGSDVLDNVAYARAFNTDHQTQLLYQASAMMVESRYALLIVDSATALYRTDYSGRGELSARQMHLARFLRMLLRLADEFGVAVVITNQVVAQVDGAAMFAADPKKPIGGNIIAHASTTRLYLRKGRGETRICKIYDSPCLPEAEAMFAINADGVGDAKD
#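 Assay system: Human Rad51 nucleoprotein filaments preassembled on unlabelled ssDNA | Reagent: Donor/quencher-labelled 47-bp dsDNA substrate | Doses: One concentration, 10 µM final | Times: 37 °C 15-min filament assembly, 30-min compound preincubation, 15-min exchange | Technique: Fluorescein emission 520 nm, excitation 485 nm | Benchmarks: Plate control and blank wells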
# Wee1 degr inh: Wee1 degradation inhibitors, primary screen, cell-based, HeLa, Wee1K328M-luciferase, luminescence. Wee1-like protein kinase (Homo sapiens), P30291. 1.2% of 220,000 active. reporter increase, % at 5 µM. HeLa Luc-Wee1K328M stability; 100% = proteasome inhibitor MG132 effect;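 active = activation above the mean of all tested compounds plus 3 SD, set per screening run, cut at about 8.8% in these data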;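 also: cells exposed to compound for 20 h before luminescence read; 0% = DMSO alone and 100% = MG132 at 30 µM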
# 14-3-3 Bad inh: inhibitors of 14-3-3 zeta/Bad binding, primary screen, biochemical, TR-FRET, bovine 14-3-3 zeta. 14-3-3 protein zeta/delta (Bos taurus), P63103. TR-FRET 14-3-3zeta/Dy647-pBad peptide displacement, 1 h. inhibition, % at 21.7 µM. 0.71% of 220,000 active. AID 781, 2007;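 active = inhibition above about 70%, limit read from the data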;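 also: 0% = full 14-3-3 plus peptide FRET controls and 100% = background without 14-3-3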
# Target sequence (P63103 whole entry, looked up): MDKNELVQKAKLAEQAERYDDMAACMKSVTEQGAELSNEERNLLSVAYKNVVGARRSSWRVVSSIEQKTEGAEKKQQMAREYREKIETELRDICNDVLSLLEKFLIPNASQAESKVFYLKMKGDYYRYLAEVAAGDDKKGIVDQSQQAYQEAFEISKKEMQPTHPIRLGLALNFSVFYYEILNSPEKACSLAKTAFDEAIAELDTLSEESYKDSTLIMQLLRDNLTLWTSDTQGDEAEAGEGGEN
# FXIIa inh 1536: human FXIIa protease inhibitors, primary screen, biochemical, 1536-well; Coagulation factor XII (Homo sapiens), P00748; purified FXIIa, Boc-QGR-AMC fluorogenic substrate, 2 h; inhibition, % at 5 µM; 0.3% of 220,000 active; in the data active = inhibition above about 40%;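 also: 0% = enzyme with no compound and 100% = blank without enzyme; many of its hits are not listed in these tables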
# p97 ATPase inh: inhibitors of human p97 ATPase, primary screen, biochemical | Transitional endoplasmic reticulum ATPase (Homo sapiens), P55072 | 0.42% of 220,000 active | inhibition, % at 8 µM | recombinant p97 ATPase, Kinase-Glo ATP luminescence, 3 h | AID 1481, 2009; in the data active = inhibition above about 15%;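 also: 0% = DMSO vehicle and 100% = wells lacking enzyme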
# The depositor's hits bear a star; / = not tested or not shown; [ ] = dose if it differs, or a comment.
SMILES,eIF4E 4G PPI,FXIa inh,Mdm2 ligase inh,KLK5 inh,Rad51 HR inh,Wee1 degr inh,14-3-3 Bad inh,FXIIa inh 1536,p97 ATPase inh
O=C(Oc1ccc(F)cc1C(=O)/C=C/c1cccs1)c1cccc([N+](=O)[O-])c1,4[fluorescence artefact?],-1,/,-1,-3,-2,-8,8,6
CCNC(=S)/N=C(\N)Nc1nc(C)c2cc(C)ccc2n1,1,-1,-9,/,/,-1,1,4,3
CS(=O)(=O)N(CC(=O)NCCc1ccccc1)C1CCCCC1,2,-12,-20,-20,-2,1,-5[fluorescence artefact?],6,-1
Cc1ccc(/C=N/N=C2/NC(=O)C(CC(=O)Nc3ccc(Cl)cc3)S2)o1 (configuration not stated),7,-7,-12,0,-6,7,4,-3,-6
C=CCn1c(SC(C)C(=O)NCc2ccc3c(c2)OCO3)nnc1C1CCCCC1 (configuration not stated),-4,0,-15,8,10,1,4,0,-1
CCOC(=O)Cn1c(N2CCOCC2)nc2c1c(=O)[nH]c(=O)n2C,-4,-7,3,8,0,0,3,-7,3
O=C1c2ccccc2-c2ccc(C(=O)N3CCOCC3)cc21,-10,-5,/,-5,-1,-1,-3,3,4
Cc1ccc(S(=O)(=O)NNC(=O)c2ccccc2O)cc1,2[fluorescence artefact?],-3,-2,-23,-3,1,-13,4,5
Cc1ccc(-n2cc(C(C)(C)C)[nH]c2=S)cc1,1,2,13,-8,2,-3,2[fluorescence artefact?],11,3
O=C(N/N=C/c1ccc(-c2ccccc2[N+](=O)[O-])o1)c1cncc(Br)c1,-2,5,-10,0,-16,0,-7[fluorescence artefact?],12,11
CCC(C)(C)n1nnnc1C(c1cccs1)N1CCN(Cc2ccccc2)CC1 (configuration not stated),-9[fluorescence artefact?],-2,0,-16,-1,-2,59[fluorescence artefact?],14,-2
CC1CCN(C(=S)Nc2ccc3nc4n(c(=O)c3c2)CCCCC4)CC1,-2,6,-9,-4,/,5,0,11,7
COc1ccccc1N(C)S(=O)(=O)c1ccc(C(=O)O)cc1,-1,1,-12,4,-3,-2,-5,11,4
Fc1ccc(-c2nnc(SCc3ncc(-c4ccccc4)o3)n2CC2CCCO2)cc1 (configuration not stated),-2,-4,-11,1,5,4,3,6,1
Cc1ccc(C(=O)OCC(=O)Nc2sc3c(c2C#N)CCCC3)cc1NC(=O)c1ccco1,-27,-1,-7,-4,0,5,-18,5,-3
Cc1nnc(-c2ccccc2)nc1N1CCOCC1,2,-4,-22,8,-5,0,0,1,0
Nc1nnc(-c2ccccc2)c(-c2ccccc2)n1,-23,0,-12,-10,2,3,-5,15,2
CCOC(=O)c1c(NC(=O)c2nc3n(n2)C(C(F)F)CC(C)N3)sc2c1CCCC2 (configuration not stated),0,-9,3,2,3,0,6,-10,5
O=C(CSc1nc2ccccc2n1-c1ccccc1)NCC1CCCO1 (configuration not stated),7,-6,4,-2,1,1,3,0,2
Cc1cc(-c2ccccc2)n2ncc(C#N)c2n1,0,4,-12,-6,-2,1,6,12,-6
CC1CCCC(NC(=O)COC(=O)[C@@H]2CC(O)CN2S(=O)(=O)c2ccc3c(c2)OCCO3)C1C (some centres not stated),6,5,-10,-7,-1,1,-1,14,-3
O=C1N(Cc2ccccc2)CCCC12CCCN(Cc1ccccc1)C2=O,2,5,8,3,7,0,0,6,2
O=C(CNc1cc(S(=O)(=O)N2CCCC2)ccc1OCC(F)(F)F)Nc1ccc(SC(F)F)cc1,-8,4,/,-28,/,2,0[fluorescence artefact?],9,2
Cc1ccc(C(=O)OCC(=O)NC(=O)c2cccn2C)cc1,-9[fluorescence artefact?],2,-2,-3,-4,-2,-1[fluorescence artefact?],18,-5
CC(=O)c1cccc(NC(=O)c2ccc(N(Cc3ccccc3C)S(C)(=O)=O)cc2)c1,10,6,-1,-9,-3,1,-4,10,2
CCn1c(SCC(=O)N2CCOCC2)nnc1-c1cccs1,-3,6,-4,-8,-3,3,-8,26,5
COc1ccc([N+](=O)[O-])cc1NC(=O)c1ccc(CN(c2ccc(C)c(C)c2)S(C)(=O)=O)cc1,6,5,-2,-19,-2,0,-8,10,2
Oc1ccccc1-c1csc(-c2ccccc2)n1,-6,-3,-15,0,-2,6,-10,/,3
CC(C)(C)C1CCC(=NNC(=O)c2cc(-c3ccccc3)n[nH]2)CC1 (configuration not stated),5,4,-17,-11,4,4,0,16,4
Cc1cc(C)n(-c2nc(NC(C)C)nc(NC(C)C)n2)n1,4,-2,-6,-54,1,6,1,8,-6
CCOC(=O)N/N=C1\CC(C)CC(C)(C)C1 (configuration not stated),3,-2,-1,-8,-9,0,-6[fluorescence artefact?],1,2
CCOC(=O)N1CCN(C(=O)C2CCN(S(=O)(=O)c3ccccc3)CC2)CC1,4[fluorescence artefact?],1,-8,-9,-7,-1,8[fluorescence artefact?],1,2
COC(=O)[C@@H]1C[C@@]2(O)[C@@H](O)[C@@H](O)[C@@H](O)C[C@H]2N1Cc1ccc(C)s1,96*,-2,-13,0,1,/,-1,4,/
Cc1ccc(C(=O)CSc2nnc(-c3cccs3)n2C)o1,2,-5,-13,14,0,2,9,4,-1
CCOC(=O)C(C)Sc1nc(-c2ccco2)cc(C(F)(F)F)c1C#N (configuration not stated),2,-3,2,1,-8,9.9*,-2,-1,0
C=CCn1c(C(CC(C)C)CC(C)O)n[nH]c1=S (configuration not stated),-9,-2,-8,-1,10,3,3[fluorescence artefact?],10,4
COc1ccc(NC(=O)CN(c2ccccc2)S(=O)(=O)N(C)C)cc1OC,6,6,-10,-2,-4,3,1,1,3
COc1cccc(N/C(SC)=C(/C#N)C(=O)NCc2cccs2)c1,3,2,-1,-1,7,4,-2,13,-5
Cc1cc(C)cc(C(=O)OCC(=O)NCC(F)(F)F)c1,1,11,0,-7,25,-2,12[fluorescence artefact?],15,-4
Clc1ccc(CSc2cc3c(nn2)-c2ccccc2CC3)cc1Cl,-23,0,1,-15,13,-2,1[fluorescence artefact?],14,2
Cc1c(NC2=NC3(CCCCC3)Cc3ccccc32)c(=O)n(-c2ccccc2)n1C,1,-8,-7,-7,-2,1,-1,-2,3
CCN(CC)CCN1C(=O)C(=O)/C(=C(/O)c2cnn(-c3ccccc3)c2C)C1c1cccs1 (configuration not stated),-1[fluorescence artefact?],5,-24,1,-4,-3,15,8,-2
Cc1ccc(-n2c(SCC(=O)N(C)C3CCS(=O)(=O)C3)nc3ccccc3c2=O)cc1 (configuration not stated),-1,3,-9,-1,-5,0,-4,6,-3
CCN(C(=S)NC(=O)c1ccccc1Br)C1CCCCC1,5,-5,-5,-15,/,2,-13,2,-2
COC(=O)c1c(NC(C)=O)sc(C(=O)Nc2ccccc2)c1C,3,-4,12,-5,0,9.1*,0,3,2
CCC(C)C(=O)Nc1cc(C(=O)OC)cc(C(=O)OC)c1 (configuration not stated),-7,3,-8,-14,-4,0,4,9,3
CCn1c(-c2csc3c2CCC(C)C3)n[nH]c1=S (configuration not stated),-3,-2,4,-8,/,-2,-17[fluorescence artefact?],5,2
COc1ccc(NC(=O)COn2nnc3ccc(Cl)cc32)cc1OC,1,8,-3,3,-4,-2,3,17,7
CC(O)CNc1nc2c(c(=O)n(C)c(=O)n2C)n1Cc1cccc(C(F)(F)F)c1 (configuration not stated),10,-6,-14,1,-3,0,33,4,-5
O=C(NC1CCCCCCC1)c1cc(F)c(F)cc1Cl,-3,-7,-12,-11,-22,-2,-4,-4,0
Cc1c(NC(=O)Nc2ccc(Cl)cc2Cl)c(=O)n(-c2ccccc2)n1C,-3,-4,-20,-4,2,2,-6,2,-6
COc1ccc2c(c1)c(C(=O)N/N=C/c1cccc(Br)c1)c(C)n2C,-3,0,-23,-2,18,4,-1,6,3
CCOc1ccc(N(CC(=O)Nc2c(C)n(C)n(-c3ccccc3)c2=O)S(=O)(=O)c2ccccc2)cc1,3,-4,-1,-2,6,11*,0,2,1
CN(C)NC1CC(=O)N(c2ccccc2)C1=O (configuration not stated),-4,-4,-4,-5,19,-2,-11,4,5
COc1ccc(NC(=O)CSc2nccn2C)c([N+](=O)[O-])c1,4,-1,-3,1,4,1,-12,6,0
CC(=O)N1CCN(c2ccc(NCc3ccccc3)cc2)CC1,-5,7,-6,-9,-6,-1,0,26,-1
CSc1ncccc1C(=O)OCC(=O)Nc1ccc(S(=O)(=O)N2CCCC2)cc1,-4,9,4,-11,/,-2,1[fluorescence artefact?],7,4
N=c1sccn1CC(=O)Nc1ccc(Cl)cc1[N+](=O)[O-],7,4,-7,-7,25,-1,1,5,-3
CC(=O)c1cccc(N(CC(=O)Nc2cc(C)cc(C)c2)S(C)(=O)=O)c1,1,-6,0,-2,-8,3,-5,2,-7
CCOC(=O)N1CCN(C(=O)CSCC(=O)Nc2nc(-c3ccc4c(c3)OCO4)cs2)CC1,-4,5,-10,0,-1,0,8,12,-6

# Two of these compounds in another layout:
compound	eIF4E 4G PPI	FXIa inh	Mdm2 ligase inh	KLK5 inh	Rad51 HR inh	Wee1 degr inh	14-3-3 Bad inh	FXIIa inh 1536	p97 ATPase inh
CN(C)NC1CC(=O)N(c2ccccc2)C1=O (configuration not stated)	-4	-4	-4	-5	19	-2	-11	4	5
COc1ccc(NC(=O)CSc2nccn2C)c([N+](=O)[O-])c1	4	-1	-3	1	4	1	-12	6	0

# More results
SMILES,eIF4E 4G PPI,FXIa inh,Mdm2 ligase inh,KLK5 inh,Rad51 HR inh,Wee1 degr inh,14-3-3 Bad inh,FXIIa inh 1536,p97 ATPase inh
CC1CCN(S(=O)(=O)c2ccc3c(c2)oc(=O)n3CC(=O)NCc2ccc3c(c2)OCO3)CC1,-1[fluorescence artefact?],-11,-15,9,5,-2,5[fluorescence artefact?],-1,2
COc1ccc(-c2nc(C)c(C(C)=O)n2O)cc1,3[fluorescence artefact?],2,30*,4,7,1,-15,14,-1
CCOC(=O)N1CCN(C(=O)c2ccc3c(=O)n4c(nc3c2)CCCCC4)CC1,1,-5,-17,-2,3,-5,-4,9,11
O=C(NNC(=S)Nc1cccc(C(F)(F)F)c1)c1cccc(Cl)c1,1,12,-22,-55,6,3,18,23,-2
CSCC[C@H](NC(=O)C(C)Oc1ccc(Cl)cc1)c1nc2ccccc2[nH]1 (some centres not stated),-8[fluorescence artefact?],-5,12,-11,11,-1,-21[fluorescence artefact?],-4,-3
CN(C(=O)c1ccc(Cl)c(S(=O)(=O)N2CCOCC2)c1)c1ccccc1C(=O)O,1,-5,-7,5,-1,-2,16,18,5

# Shown as a hit in eIF4E 4G PPI (from the list above):
smiles	eIF4E 4G PPI	FXIa inh	KLK5 inh	Rad51 HR inh	Wee1 degr inh	14-3-3 Bad inh	FXIIa inh 1536	p97 ATPase inh
COC(=O)[C@@H]1C[C@@]2(O)[C@@H](O)[C@@H](O)[C@@H](O)C[C@H]2N1Cc1ccc(C)s1	96*	-2	0	1	/	-1	4	/

# High-throughput results deposited in PubChem BioAssay by several laboratories.
